ERG-DNA inh – blocks human ERG Ets domain binding to DNA; fluorescence polarization, His-ERG Ets domain / labelled DNA; Potency, µM (titrated, usually from 76.9 µM), for the others: at the highest dose FP activity, negative = inhibition, usual class: inhibitors; hit rate 0.028% among 370,000; P11308; active means well fitted inhibition curve with a large enough effect in the polarisation, with a control signal flat; inconclusive means small, poorly fitted or top-dose-only effect, or effect the other way, or a change in a side signal; inactive means no such curve, though single readings can be large or run the other way; the % refers to the polarisation;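 further: polarization taken with two DNA probes labelled with fluorescein and Texas red; potency means the concentration at half of the fitted maximal effect; % of control where 0% means no effect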
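His-tagged ERG Ets domain (1 uM in the protein solution; 300mM KCl, 50mM Tris-HCl, 1mM EDTA, 1mM DTT, pH 7.5) received compound, then a probe mix of 5 nM fluorescein-DNA and 100nM Texas-615-DNA. Fluorescence polarization was read for both dyes.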
BAZ2B inh – inhibitors of human BAZ2B bromodomain. AlphaScreen BAZ2B-H3K14Ac peptide displacement. hit rate 4.4% among 360,000. Potency, µM (series often up to 114 µM), for inactives: at the top dose activity change, negative = inhibition, actives largely listed as inhibitors; further: potency means the concentration at half of the fitted maximal effect; on the % scale 0 is the no-effect control and ±100 the full control effect; nearly all actives have a fitted effect of over 60% in size
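BAZ2B (50 nM) with biotin-H3(5-23)K14Ac peptide (50 nM) in PBS pH 7.4, 0.01% Tween-20, preformed 30 min, then compound 30 min at room temperature; top concentration 110uM. AlphaScreen streptavidin donor/nickel chelate acceptor beads (10 ug/mL final), 20 min dark, signal read.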
PI4K2A inh – PI4K2A (human) kinase inhibition | activity change, negative = inhibition, % at 76.9 µM | purified PI4K2A, ADP-Glo luminescence, 1 h; hits give low values | Q9BTU6 | hit rate 0.13% among 420,000; in the data active means activity change below about -50%; inconclusive means mostly about -30% to -49%;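 further: -100% = wells without enzyme as full effect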
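Compounds are screened against recombinant PI4K2A using PI as substrate and ATP, the latter dispensed at 300 microM. Reactions run one hour at ambient temperature before ADP-Glo detection; full inhibition defined by wells lacking enzyme.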
HP1b chromo inh – blocks HP1-beta chromodomain binding to methylated histone tails; AlphaScreen HP1-beta / biotin-H3K9me3 peptide binding; hit rate 0.56% among 390,000; Potency, µM (titrated, usually from 114 µM), without a hit: at the highest dose activity change, negative = inhibition, most hits filed as inhibitors; further: potency means the concentration at half of the fitted maximal effect; nearly all actives have a fitted effect of over 70% in size; inactives centre near 23
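HP1-beta protein (50 nM final) preincubated 30 min at room temperature with biotinylated H3(1-18)K9me3 peptide (50 nM) in PBS pH 7.4, 0.01% Tween-20, then compound added for 30 min. AlphaScreen streptavidin donor/nickel chelate acceptor beads (10 ug/mL final), 30 min dark, luminescence read.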
GLS inhibitor – blocks human kidney-isoform glutaminase activity; GLS enzymatic activity, qHTS titration; Potency, µM (highest dose often 45.5 µM), without a hit: at the top dose activity change, negative = inhibition, hits mostly inhibitors; hit rate 0.21% among 410,000; AID 624170; further: potency means the concentration at half of the fitted maximal effect; on the % scale 0 is the no-effect control and ±100 the full control effect
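Two-point fluorescence kinetic (t0, 30 min RT) for hKGA; glutamate detected via glutamate oxidase–HRP–Amplex Red. Substrate: 1 mM L-glutamine solution; buffer 45 mM KH2PO4, pH 8.2.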
G9a inh – G9a (human) methyltransferase inhibition. hit rate 8.8% among 350,000. AID 504332. G9a H3K9 monomethylation, AlphaScreen, 2 h. Q96KQ7. Potency, µM (titrated, usually from 102 µM), without a hit: top-dose activity, negative = inhibition, usual class: inhibitors; further: potency means the concentration at half of the fitted maximal effect; on the % scale 0 is the no-effect control and ±100 the full control effect; nearly all actives have a fitted effect of over 75% in size
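Enzyme 20 nM + cpd, 15 min RT; add b-H3K9 pep 500 nM / SAM 20 uM; 2 h RT; anti-H3K9me1 Ab 0.5 ug/mL + SA donor / anti-rabbit acceptor beads 20 ug/mL each, 10 min; AlphaScreen read.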
JMJD2A Tudor – blocks the human JMJD2A Tudor domain; O75164; AlphaScreen JMJD2A-Tudor / H3K4me3 peptide binding; Potency, µM (top dose mostly 114 µM), without a hit: at the highest dose activity change, negative = inhibition, usual class: inhibitors; hit rate 4.4% among 390,000; further: potency means the concentration at half of the fitted maximal effect; on the % scale 0 is the no-effect control and ±100 the full control effect; nearly all actives have a fitted effect of over 50% in size
Target sequence (O75164 whole entry, looked up, the tested form may be a part): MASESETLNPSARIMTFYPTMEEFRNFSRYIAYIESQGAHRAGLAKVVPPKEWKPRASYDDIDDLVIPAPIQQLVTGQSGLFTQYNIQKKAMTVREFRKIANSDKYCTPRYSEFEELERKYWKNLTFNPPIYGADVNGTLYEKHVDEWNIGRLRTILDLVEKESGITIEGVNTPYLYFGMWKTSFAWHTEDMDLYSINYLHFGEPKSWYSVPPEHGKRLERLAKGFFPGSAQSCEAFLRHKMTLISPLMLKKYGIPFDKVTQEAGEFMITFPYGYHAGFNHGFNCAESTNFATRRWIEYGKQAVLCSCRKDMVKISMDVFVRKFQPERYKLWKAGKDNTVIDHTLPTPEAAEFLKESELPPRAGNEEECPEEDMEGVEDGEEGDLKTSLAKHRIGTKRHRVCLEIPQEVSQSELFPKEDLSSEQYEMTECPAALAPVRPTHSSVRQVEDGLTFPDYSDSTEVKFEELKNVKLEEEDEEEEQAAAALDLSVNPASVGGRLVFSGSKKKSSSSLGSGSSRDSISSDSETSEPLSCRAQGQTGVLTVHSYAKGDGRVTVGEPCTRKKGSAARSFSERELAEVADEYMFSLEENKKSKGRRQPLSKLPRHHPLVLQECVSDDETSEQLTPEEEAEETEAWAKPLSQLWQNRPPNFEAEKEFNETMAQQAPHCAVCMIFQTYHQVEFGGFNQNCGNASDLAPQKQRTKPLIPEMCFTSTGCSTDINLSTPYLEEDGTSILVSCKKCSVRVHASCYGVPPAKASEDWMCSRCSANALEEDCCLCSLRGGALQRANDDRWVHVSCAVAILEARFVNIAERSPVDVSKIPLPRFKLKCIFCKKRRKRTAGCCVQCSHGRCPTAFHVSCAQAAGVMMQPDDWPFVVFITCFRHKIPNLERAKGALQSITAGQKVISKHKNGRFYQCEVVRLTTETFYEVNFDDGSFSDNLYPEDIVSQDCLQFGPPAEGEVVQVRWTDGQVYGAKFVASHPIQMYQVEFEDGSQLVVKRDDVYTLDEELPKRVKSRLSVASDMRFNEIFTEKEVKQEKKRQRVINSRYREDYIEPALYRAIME
ALOX12 inh – ALOX12 (human) lipoxygenase inhibition; P18054; purified 12hLO, xylenol orange hydroperoxide absorbance; Potency, µM (highest dose often 108 µM), for inactives: at the top dose activity change, negative = inhibition, usual class: inhibitors; hit rate 1.1% among 580,000; AID 1671190; further: potency means the concentration at half of the fitted maximal effect; on the % scale 0 is the no-effect control and ±100 the full control effect
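Purified human 12hLO at 150 nM in 25 mM Hepes, 0.01% Triton X-100, pH 7.0, preincubated 15 min at room temperature with compound. Reaction started with 40 uM arachidonic acid, 30 min at room temperature. Hydroperoxide measured by Fe-xylenol orange, 573/405 nm absorbance ratio.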
RGS4 inhibitor – inhibitors of human regulator of G protein signaling 4; Transcreener GDP fluorescence polarization, RGS4-accelerated GTP hydrolysis; hit rate 0.039% among 390,000; AID 504845; P49798; Potency, µM (top dose mostly 114 µM), for inactives: at the top dose activity change, negative = inhibition, most hits filed as inhibitors; further: potency means the concentration at half of the fitted maximal effect; on the % scale 0 is the no-effect control and ±100 the full control effect; nearly all actives have a fitted effect of over 75% in size; some results filed as inactive show a strong effect at the top dose
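MLSMR compounds (23 nl, pin-transferred) preincubated 10 min at room temperature with a 500nM (2x) first reagent, then RGS4 at 900nM (2x) plus Transcreener GDP mix added; fluorescence polarization (620/688 nm) read before and after 90 min at 30 °C.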
* marks the source's active call; other numbers are inactive results; ? = inconclusive; / = not tested or not shown; & = joins results of further samples; [ ] = remark or other dose. Unless noted, the call rests on the fitted dose curve; in most records, active means well fitted curve in the direction sought with a large enough effect; inconclusive means small, poorly fitted or top-dose-only effect, or another doubt; inactive means no such curve, though single readings can be large; an effect the other way counts as inactive or inconclusive. A portion of the library; rates above refer to the full screens.

SMILES | ERG-DNA inh | BAZ2B inh | PI4K2A inh | HP1b chromo inh | GLS inhibitor | G9a inh | JMJD2A Tudor | ALOX12 inh | RGS4 inhibitor
COc1ccc(CN(C)CCCn2cnc(C(=O)Nc3ccc(C)c(C)c3)n2)cc1OC | 2% | / | -2 | 27% | 0% | / | -16% | -108% | 28%
CCc1c(C)sc(NC(=O)c2cnn3cccnc23)c1C#N | -14% | -4% | 0 | -19% | -1% | ? | 0% | -6% | -40%
COc1ccccc1NC(=O)C(=O)NNS(=O)(=O)c1ccc2ccccc2c1 | 8% | ? | 2 | 37% | 7% | 13% | -7% | 0% | 12%
CN(C)/C=N/C1=C(C#N)C(c2ccc(Br)cc2)c2ccc3ccccc3c2O1 (stereo not drawn) | 4% | 11% | 0 | -6% | -11% | -9% | -30% | -14% | -2%
CC(C)C[C@H](NC(=O)N1CC(=O)Nc2ccccc21)C(=O)N[C@@H](C(=O)O)c1ccccc1 | -1% | -8% | 0 | 59%[activator] | 1% | 6% | -14% | -9% | -14%[56.9 µM]
COc1ccc(CCNC(=O)[C@H](C)N2C(=O)N3CCc4c([nH]c5ccccc45)[C@@]3(C)C2=O)cc1 | 20% | ? | -3 | -7% | 17% | ? | ? | 46%[activator] | 16%
Fc1ccc(N2CCN(c3nc(CN4CCOCC4)nc4scc(-c5ccccc5)c34)CC2)cc1 | 14% | 11µM* | 3 | ? | 4% | 8.9µM* | 45µM* | -1% | -11%
O=C(Nc1ccc(OCC(=O)N2CCOCC2)cc1)Nc1cccc2ccccc12 | 2% | -9% | -1 | 24% | 0% | / | 1% | 3% | 2%
Cc1ccccc1OCC(=O)NNC(=O)C1CCN(c2ncnc3sc(C)c(C)c23)CC1 | 15% | 4% | 1 | 48%[activator] | -12% | -2%[12.7 µM] | -6% | 15% | -14%
COc1cccc(C(=O)OC2CCCN(C)C2)c1 (stereo not drawn) | -8% | -32% | 6 | 22% | 1% | 11%[12.7 µM] | -13% | 0%&-34% | -16%
Cc1ccc(C)c(OCC(=O)N/N=C/c2ccsc2)c1 | 6% | 4% | 12 | 7% | 1% | / | -4% | 9%[57.4 µM] | -12%
NS(=O)(=O)c1ccc(CCNC(=O)CSc2nc3ccccc3c(=O)n2CC2CCCO2)cc1 (stereo not drawn) | 1% | 3% | -3 | 37% | 0% | 54%[activator] | 0% | 13% | -3%
COC(=O)Cn1c(C(O)c2ccccc2)nc2ccccc21 (stereo not drawn) | -5% | 7% | 1 | 27% | -3% | 3% | 10% | 3% | -16%
COc1ccc(S(=O)(=O)Cc2ccc(C(=O)N3CCOCC3)o2)cc1 | 12% | -5% | 6 | 52%[activator] | 0% | ? | -3% | -2% | -39%
COC(=O)c1ccc(NC(=O)CSc2nc(=O)n3cccc(C)c3n2)cc1 | -2% | 11% | 0 | 38% | 0% | 1%[0.501 µM] | -8% | -19% | -20%
CCOc1ncccc1C(=O)N(CC)CC(=O)Nc1ccc(NC(C)=O)cc1 | -6% | 6% | 2 | 23% | 6% | 7%[59 µM] | -10% | 3% | 6%
CCN1CCN(C(=S)c2ccc(Cl)c(Cl)c2)CC1 | -5% | -34% | -4 | -30% | 4% | 2.5µM* | -32% | -28% | ?
Cc1ccc(C)c(NC(=O)CCCCCN2C(=O)[C@@H]3Cc4ccccc4CN3C2=O)c1 | -4% | 4%[57.1 µM] | -2 | 31% | 9% | 30% | -9% | -1% | 17%
Cc1ccc(CNS(=O)(=O)c2c(C)n(C)c(=O)n(C)c2=O)cc1 | -2% | ? | 5 | 17% | 13% | / | -2% | 1% | -2%
CC[n+]1ccc(/C=C/c2ccc(N(C)C)cc2)c2ccccc21 | 135%[activator] | 10µM* | ? | 18µM* | -1% | / | 22µM* | ? | ?
Cc1nc(N)sc1-c1ccccc1 | -3% | / | 1 | -15% | -1% | / | -35% | ? | -6%
Cc1cc(C)n2nc(CC(=O)NCc3ccc(F)cc3)nc2n1 | 10% | 13% | 3 | 9% | -17% | ? | 71µM* | -5% | -50%
O=S1(=O)Nc2c(ccc3cccnc23)-c2ccccc21 | / | 6.3µM* | -27 | 29% | -2% | -54%[59 µM] | 5.6µM* | / | -29%
O=C(O)CN1CCCCCC1=O | 1% | -12% | -3 | 36% | -6% | -4% | 1% | -13% | -10%
COc1ccc(N2CCN(C(=O)C3Cc4ccccc4CN3C(=O)c3ccco3)CC2)cc1 (stereo not drawn) | 8% | -31% | -4 | 12% | 42%[activator] | ? | -22% | 4% | 17%

Some entries already given, reduced to HP1b chromo inh and RGS4 inhibitor.
| compound | HP1b chromo inh | RGS4 inhibitor |
| --- | --- | --- |
| CCN1CCN(C(=S)c2ccc(Cl)c(Cl)c2)CC1 | -30% | ? |
| Cc1ccc(C)c(NC(=O)CCCCCN2C(=O)[C@@H]3Cc4ccccc4CN3C2=O)c1 | 31% | 17% |

Continuation:
SMILES | ERG-DNA inh | BAZ2B inh | PI4K2A inh | HP1b chromo inh | GLS inhibitor | G9a inh | JMJD2A Tudor | ALOX12 inh | RGS4 inhibitor
Cc1ccc(NC(=O)CN(C)C(=O)C(C)OC(=O)CNC(=O)c2ccc(Cl)c([N+](=O)[O-])c2)cc1 (stereo not drawn) | 13% | 0% | -2 | -1% | 7% | 6%[0.501 µM] | -15% | 12% | 18%
O=C(NCC1CCN(Cc2ccccc2F)CC1)Nc1ccccc1F | 7% | -4% | -3 | 7% | -5% | 3% | -1% | 0% | 5%
CCOc1ccc(C2C(C(=O)OC)=CN(CCOC)C=C2C(=O)OC)cc1 | / | 26% | -1 | 79%[activator] | 0% | 27%[12.7 µM] | 19% | -28% | 22%
CCCC1(C(=O)OCC)NC(c2cc(OC)c(OC)c(OC)c2)C2C(=O)N(CC)C(=O)C21 (stereo not drawn) | 1% | 2% | 3 | 30%[activator] | 5% | -15%[59 µM] | 19%[57.1 µM] | 0% | 11%[11.4 µM]
CCC(=O)Nc1ccc(CC)cc1-c1nc2ccccc2n(CC(=O)Nc2ccccc2C)c1=O | -4% | -13% | -2 | 33% | -5% | -34%[59 µM] | -9% | ? | -1%
Cc1cccc(-c2nnc(NC(=O)c3ccc(Cl)cc3)o2)c1 | -9% | 9% | -2 | 22% | -3% | 8.9µM* | -4% | -13% | -13%
COc1ccccc1S(=O)(=O)Cc1ccc(C(=O)N2CCN(c3ccc(C)cc3)C(C)C2)o1 (stereo not drawn) | -3% | ? | 3 | 1% | 16% | ? | -32% | 1% | -5%
Clc1ccc(OCCSc2nnnn2C2CCCCC2)cc1 | 7% | 9% | 0 | 273%[activator] | -12% | 100%[activator][59 µM] | 156%[activator] | 0% | 18%
CC(=O)Oc1ccc(C2(C)CC(C)(C)Oc3cc(OC(C)=O)ccc32)c(OC(C)=O)c1 (stereo not drawn) | 20% | ? | -2 | 19% | -4% | / | -7% | 22% | -8%
CN(CC(=O)NCCc1ccc(S(N)(=O)=O)cc1)Cc1ccc(Cl)cc1Cl | 2% | 8% | -3 | 9% | ? | 15% | -32% | 1% | -30%
O=c1ccc2cc(S(=O)(=O)NCCCc3ccccc3)ccc2[nH]1 | 12% | -3% | -1 | 27% | -1% | -3% | -3% | ? | 14%
COc1ccc(CNC(=O)CN2C(=O)NC(C)(c3ccc(Cl)cc3)C2=O)cc1 (stereo not drawn) | -3% | -2% | 1 | 21% | -24% | 21% | -11% | 10% | -4%
COc1ccc(NC(=O)C(=S)NC2CCCCC2)cc1 | 18% | -25% | 1 | 22% | 1% | -9%[59 µM] | 5% | 2% | -16%
NC(=O)CC[C@H](N)C(=O)O | / | / | 3 | / | / | ? | / | 0% | -3%[56.9 µM]
O=C(NCc1nnnn1-c1ccc(F)cc1)c1ccc([N+](=O)[O-])o1 | -2% | -10% | -3 | -2% | 3% | -8% | -8% | ? | 3%
CCC(=O)Nc1c2c(nn1-c1ccc(OC)cc1)CS(=O)C2 (stereo not drawn) | 1% | 0% | -4 | 70%[activator] | -4% | -17% | -11% | 4%[57.4 µM] | -6%
Oc1cccc(Nc2ncnc3ccccc23)c1 | / | 2% | -3 | 33% | 22% | -5%[12.7 µM] | -4% | 11% | 5%
Cc1c(CN(C)C(=O)c2nn(C)cc2[N+](=O)[O-])cnn1C | 1% | -4% | 1 | 46%[activator] | 7% | 23%[59 µM] | 11%[57.1 µM] | -3% | -3%
Cc1cc(C(F)(F)F)nn1CC(=O)N(C)c1ccccc1 | -6% | -3% | 0 | 36% | 5% | 6% | 0% | 10% | 17%
CC1Cc2ccccc2N1C(=O)COC(=O)c1cccc(Br)c1 (stereo not drawn) | 4% | 24% | 4 | 86%[activator] | -1% | 15%[12.7 µM] | 50%[activator] | 194%[activator] | -33%
CCC(=O)Nc1cc(-c2cccc(C)c2)nn1-c1ccccc1 | 2% | 11% | 0 | 15%[57 µM] | -12% | 18%[59 µM] | -5% | -11% | 31%
Oc1cccc(Nc2nc(N3CCOCC3)nc(N3CCOCC3)n2)c1 | 1% | -27% | -4 | 34% | 4% | ? | -21% | 0% | -3%
O=C(CNc1cccc([N+](=O)[O-])c1)NCCCc1ccccc1 | 14% | -27% | 1 | 6% | -11% | 13% | -23% | -25% | -13%

Screening data as filed in PubChem BioAssay.
